RMI-FANCM inh: disruptors of RMI1/RMI2 association with MM2 peptide – biochemical, fluorescence polarization, human, primary screen; FP signal (polarization) at 33 µM; 70,000 compounds, 0.58% hits; RMI core complex with F-MM2 peptide; active compounds read low; in the data active = FP signal below about 40; note: inactives centre near 61; strong numbers were not always called active; unit not given here
* = called active by the depositor; & = joins results of further samples.

RMI-FANCM inh | SMILES
64 | COc1coc(C(=O)Nc2nc3ccc(S(C)(=O)=O)cc3s2)cc1=O
53 | Cc1onc(-c2ccccc2)c1CSc1n[nH]c(=O)n1Cc1ccco1
69 | COc1ccc(-c2cc(=O)c3cc(NC(=O)C4CCCCC4)ccc3o2)cc1
56 | NC(=S)NC1CC2C=CC1C2 (stereo unspecified)
67 | Cc1ccc(OCC(=O)NCCCn2nc(-c3ccc(F)cc3)ccc2=O)c(C)c1
56 | Cc1ccc2c(c1)c1c(n2CC(O)CNCC2CCCO2)CCCC1 (stereo unspecified)
70 | N/C(Cc1ccc(OCc2ncc(C(F)(F)F)cc2Cl)cc1)=N/OC(=O)Nc1ccccc1
55 | O=S(=O)(NCCN1CCCC1)c1cc2ccccc2s1
52 | COc1cccc2c1c(NC(=O)c1snnc1C)nn2C
59 | CC1CCc2sc(NC(=O)c3ccc(Br)s3)c(C#N)c2C1 (stereo unspecified)
67 | COc1ccc(NC(=O)Cn2nc3ccc(SC(C)(C)C)nn3c2=O)cc1Cl
80 | O=c1c2sccc2nc(SCc2nc(-c3ccccn3)no2)n1-c1ccc(Cl)cc1
64 | CCOc1ccc(OCC)c(S(=O)(=O)NCCn2ncccc2=O)c1
68 | Cc1ccc(-n2ncc3c(C4CC4)n[nH]c(=O)c32)cc1C
71 | COc1ccc(-c2csc(NC(C)=O)n2)cc1
61 | Cc1cc2ncn(C(=O)c3ccccc3C(=O)O)c2cc1C
56 | O=S(=O)(Nc1ccc(Oc2ncnc3cc(Cl)ccc23)nc1)c1cccs1
71 | CSc1cccc(NC(=O)C(=O)NCCCc2ccc(N(C)C)cc2)c1
72 | COc1ccc(C(=O)Nc2ncc(S(=O)(=O)c3ccc([N+](=O)[O-])cc3)s2)cc1
68 | CCOc1ccc(-c2nc(NC(=O)Cc3ccc(S(=O)(=O)C(C)C)cc3)sc2C)cc1
54 | CCOC(=O)C1CSC(CC(=O)Nc2ccc(OC(F)(F)F)cc2)C(=O)N1 (stereo unspecified)
64 | O=C1c2ccccc2C(=O)N1c1ccc(S(=O)(=O)Nc2nccs2)cc1
64 | Cc1nc(-n2nc(-c3cccs3)cc2NC(=O)c2cccs2)[nH]c(=O)c1C
54 | CC(C)C[C@H](NC(=O)COc1ccc(Cl)cc1Cl)C(=O)O
64 | Cc1ccc(C(=O)Nc2ccc(S(N)(=O)=O)cc2)cc1Br
64 | O=C(NCCn1ncc2c(N3CCCCCC3)ncnc21)C1CC(=O)N(c2ccccc2)C1 (stereo unspecified)
62 | O=C(CSc1ncnc2c1nnn2Cc1ccccc1)NC1CCCC1
76 | COC(=O)c1ccc(NC(=O)C(=O)NCC2(c3cccs3)CCCC2)cc1
121 | Cc1nc2c(sc3cccc(F)c32)c(=O)n1CC(=O)Nc1ccccc1C(F)(F)F
78 | Cc1ccc(NC(=O)/C(C#N)=C\C2=Cc3ccccc3OC2)cc1
53 | COCCN1CCCc2ccc(NS(=O)(=O)c3ccc(NC(=O)C(C)C)cc3)cc21
62 | CCCOc1ccc(S(=O)(=O)Nc2ccc3c(c2)C(=O)N(C)c2cc(C)ccc2O3)cc1
74 | CCOc1ccc(-c2cc3c(SCc4ccccc4F)nccn3n2)cc1
57&53 | COc1ccc(/C(C)=N\OC(=O)c2ccc([N+](=O)[O-])cc2)cc1CN1CCOCC1
59 | CN(C)CC(O)Cn1c2ccccc2c2ccccc21 (stereo unspecified)
69 | CC(=O)N1CCc2ccc(NS(=O)(=O)c3ccc4c(c3)OCCO4)cc21
59 | CC(C)=CCC/C(C)=C/CC/C(C)=C/CSc1ccccc1C(=O)O
54 | O=C(O)/C=C/C(=O)c1ccc(C2CCCCC2)cc1
56 | O=C1Nc2cc(C(F)(F)F)ccc2Oc2ccsc21
63 | CNC(=O)Cc1csc(Nc2ccc(S(C)(=O)=O)cc2)n1
75 | CCC(C(=O)Nc1cc(-c2cn3nc(OC)ccc3n2)ccc1OC)c1ccccc1 (stereo unspecified)
73 | Cc1ccc(C)c(CC(=O)Nc2nc3c(s2)COc2ccccc2-3)c1
61 | Cc1ccc(-c2nc3ccccc3[nH]2)cc1
70 | O=S(=O)(Cc1cccc(Cl)c1)NCC1(c2cccs2)CCCC1
78 | Cc1cc(C(=O)CSc2nc3[nH]ncc3c(=O)n2-c2ccccc2)c(C)n1-c1ccccc1F
57 | COc1ccccc1-c1cnn2c(NC3CCCCC3)cc(C)nc12
65 | O=C(Nc1nnc(-c2ccc3c(c2)OCO3)o1)c1ccc(S(=O)(=O)N2CCCC2)cc1
65 | O=C(Cc1cc(=O)[nH]c(SCc2ccc(F)cc2)n1)NC1CCCCC1
74 | Cc1ccc(Cl)cc1NC(=O)CSc1nc2cc(-c3ccccc3)sc2c(=O)n1C
79 | CCOC(=O)c1c(-c2ccc(F)cc2)csc1NC(=O)CSc1nnc2scc(-c3ccc(Cl)cc3)n12

(next part)
RMI-FANCM inh | SMILES
55 | O=C(Nc1nnc(C(F)(F)F)s1)c1ccccc1
60&56 | O=C(Nc1ccccc1N1CCOCC1)c1ccco1
66 | Nc1c(S(=O)(=O)c2ccc(Cl)cc2)cnc2cc(-c3cccs3)nn12
54 | Cc1onc(-c2ccccc2)c1CNS(=O)(=O)c1ccc2c(c1)OCCN2C
65 | CCOc1ccc(C(=O)Nc2nnc(-c3ccccn3)o2)cc1
65 | Nc1ccc(N2CCCC2=O)cc1
86 | Cc1ccc(S(=O)(=O)N2CCN(c3ccc(-c4cccs4)nn3)CC2)cc1
60 | CC(C)(c1ccc(Oc2ccc([N+](=O)[O-])cc2)cc1)c1ccc(Oc2ccc([N+](=O)[O-])cc2)cc1
64 | CCOc1ccccc1NC(=O)NCC(c1ccc2c(c1)CCN2C)N1CCN(C)CC1 (stereo unspecified)
60 | COc1c[nH]c(C(=O)Nc2nc3ccccc3s2)cc1=O
59 | O=C(Nc1cc2ccccc2s1)N1CCN(Cc2c(F)cccc2Cl)CC1
62 | Cc1cc(NC(=O)c2cc(Cl)sc2Cl)n(-c2nc3ccc(F)cc3s2)n1
57 | CCS(=O)(=O)N1CCCc2ccc(NC(=O)c3cccc(C(F)(F)F)c3)cc21
62 | Cc1nnc(SCC(=O)Nc2ccc(F)cc2F)c2c1cnn2-c1ccc(F)cc1
60 | COc1ccc(OC)c(S(=O)(=O)NC2CC2)c1
36 | Clc1ccc2c(c1)NNc1nncn1-2
59 | CC(=O)OC1CCC2(C)C3CCC4(C)C(C(C)CCCC(C)C)CCC4C3CC[C@@]2(Cl)C1 (stereo partly specified)
65 | Cc1ccc(S(=O)(=O)N2CCN(c3ccc(-c4ccc(F)cc4)nn3)CC2)s1
73 | O=C(CCCSc1ccc(NC(=O)C2CC2)nn1)NCc1ccccc1
57 | Cc1ncc(C(=O)O)c(C)c1Br
60 | COC(=O)c1ccc2c(=O)n(CC(=O)NC(C)C)c(=S)[nH]c2c1
71 | Cn1c(SCC(=O)Nc2ccc3c(c2)OCCO3)nc2c(-c3ccccc3)csc2c1=O
96 | COc1ccc2nc(-c3ccc(F)c(NC(=O)Nc4cc(Cl)ccc4OC)c3)cn2n1
53 | COC(=O)CS(=O)(=O)c1cc(C)c(Cl)cc1C
105 | O=C(CSc1nnc2scc(-c3ccc(Cl)cc3)n12)c1ccc(Cl)c(Cl)c1

4 entries from above in another layout.
> COc1c[nH]c(C(=O)Nc2nc3ccccc3s2)cc1=O
  RMI-FANCM inh = 60

> O=C(Nc1cc2ccccc2s1)N1CCN(Cc2c(F)cccc2Cl)CC1
  RMI-FANCM inh = 59

> Cc1cc(NC(=O)c2cc(Cl)sc2Cl)n(-c2nc3ccc(F)cc3s2)n1
  RMI-FANCM inh = 62

> CCS(=O)(=O)N1CCCc2ccc(NC(=O)c3cccc(C(F)(F)F)c3)cc21
  RMI-FANCM inh = 57

Next entries
RMI-FANCM inh | SMILES
57 | C=CCc1ccc(Oc2ccc([N+](=O)[O-])cn2)c(OC)c1
55 | Cn1nnnc1SCC(=O)N1CCN(Cc2nnnn2-c2ccccc2)CC1
54 | c1csc(-c2cc3ccccc3[nH]2)c1
59 | Cc1ccccc1NCN1C(=O)CCC1=O
64 | Cc1cc(NC(=O)c2cc(Cl)ccc2Cl)n(-c2nc3ccccc3s2)n1
73 | COc1ccc(Cl)cc1S(=O)(=O)Nc1ccc2c(c1)N(C(=O)C1CCCC1)CC2
68 | COc1ccc(C2(O)CN(c3ccccc3)C3=[N+]2CCCC3)c(F)c1 (stereo unspecified)
65 | Cc1cc(NC(=O)c2cc3c(=O)n4ccccc4nc3s2)ccc1Br
63 | COc1ccc(-n2c(C)nc3ccc(NC(=O)Cc4ccccc4)cc3c2=O)cc1
56 | COc1ccc(C2C(C#N)=C(SCC(=O)Nc3ccccc3C)NC3=C2C(=O)CC(C)(C)C3)cc1 (stereo unspecified)
56 | NS(=O)(=O)c1ccccc1Sc1ccccc1C(=O)O
74 | Cc1cc2cc(CCNC(=S)Nc3ccccc3F)c(=O)[nH]c2cc1C
56 | Cc1cccc2nc3c(nc12)C(O)=C3O
60 | CC(=O)c1cc2cc(Br)cc(Br)c2oc1=O
60 | CN(C)c1ccc(CC(C#N)C#N)cc1
54 | COc1ccc([N+](=O)[O-])c(OC)c1C(=O)NC(=O)Nc1nc(C)nc(C)n1
75 | CCOc1ccc(N2CCN(C(=O)Cc3ccc(Cl)cc3)CC2)nn1
63 | Cc1cc(NC(=O)COc2ccccc2C)n(-c2nc3c(cnn3-c3ccc(Cl)cc3)c(=O)[nH]2)n1
68 | COc1ccc(-c2nnc(NC(=O)c3ccc(S(=O)(=O)N(C)CC4CCCO4)cc3)o2)c(OC)c1 (stereo unspecified)
67 | CC(C)C(=O)Nc1ccc(SCC(=O)NCc2cccs2)nn1
51 | O=C(NNS(=O)(=O)c1ccc(Cl)c(Cl)c1)c1sccc1-n1cccc1
63 | CC(C)CCN1C(=O)CCc2cc(NS(=O)(=O)c3ccc(F)c(Cl)c3)ccc21
59 | NCc1n[nH]c(=S)n1-c1cccc(C(F)(F)F)c1
71 | CCn1c(SCC(=O)NCCc2ccccc2)nc2sc3c(c2c1=O)CCC3
64 | Cn1nc(C(=O)NCc2ccc(F)cc2)ccc1=O

Brought forward from above: four entries, then new ones.
RMI-FANCM inh | SMILES
63 | CC(C)CCN1C(=O)CCc2cc(NS(=O)(=O)c3ccc(F)c(Cl)c3)ccc21
59 | NCc1n[nH]c(=S)n1-c1cccc(C(F)(F)F)c1
71 | CCn1c(SCC(=O)NCCc2ccccc2)nc2sc3c(c2c1=O)CCC3
64 | Cn1nc(C(=O)NCc2ccc(F)cc2)ccc1=O
82 | Nc1nc(SCC(=O)Nc2cccc3ccccc23)[nH]c(=O)c1NC(=O)c1ccc(F)c(F)c1
58 | Cc1cccn2cc(CCNC(=O)c3cccs3)nc12
67 | O=c1c(C=Nc2ccccc2)c(O)c2cccc3c2n1CCC3
56 | CCn1c2ccccc2c2cc([N+](=O)[O-])ccc21
61 | C=CCc1ccc(OCC(O)CN2CCN(c3cccc(Cl)c3)CC2)c(OC)c1 (stereo unspecified)
57 | CCOC(=O)c1c(C)cc(O)cc1O
52 | CSc1sc(-c2ccn[nH]2)c(-c2ccccc2)c1C#N
59 | CCOc1ccc(-n2c(=S)sc3c(=O)[nH]c(SCC(=O)Nc4ccc(CC)cc4)nc32)cc1
57 | Cc1ccc(-c2csc(=Nc3c(C)n(C)n(-c4ccccc4)c3=O)n2C(C)(C)C)cc1
62 | N#Cc1c(N2CCOCC2)nsc1-c1ccccc1Cl
58 | NC(=O)CSc1nc(-c2ccccc2)c(NC(=O)c2ccc(F)cc2F)s1
75 | O=C(NCC(=O)N1CCOC(c2ccccc2)C1)c1cc(Cl)ccc1Cl (stereo unspecified)
67 | COc1cccc(OC)c1C(=O)N[C@@H]1C(=O)N2[C@@H]1SC(C)(C)[C@@H]2C(=O)O
81 | CN(C)CCN(C(=O)c1ccc([N+](=O)[O-])s1)c1nc2cc3c(cc2s1)OCCO3
64 | C[C@@H]1CC[C@H]2C(C)(C)C3CC12CC[C@@]3(C)O (stereo partly specified)
56 | O=S(=O)(Nc1ccc2c(c1)OCCO2)c1cccc(F)c1
63&55 | O=C(c1cc(F)cc2c1OCOC2)N1CCN(C2c3ccccc3-c3ccccc32)CC1
70 | COc1ccc2nc(-c3cccc(NS(=O)(=O)c4ccc(C)s4)c3)cn2n1
56 | Cc1oc(S(=O)(=O)N2CCCCC2)cc1C(=O)Nc1ccc2c(c1)OCO2
109 | CCOc1ccc(CC(=O)Nc2cc(-c3cn4nc(OC)ccc4n3)ccc2F)cc1
73 | COc1cccc(-c2ccc(=O)n(CCCC(=O)Nc3ccc(NC(C)=O)cc3)n2)c1
57 | CCOC(=O)c1c(-c2ccc(C)cc2)csc1N=CC1C(=O)CC(C)(C)CC1=O
57 | COC(=O)c1ccc(NC(=O)C(=O)NCCSc2ncc(-c3ccccc3)[nH]2)cc1
53 | O=C1ON=C(CSc2ccccc2)/C1=C/c1ccc(Cl)cc1
81 | O=c1c2sccc2nc(SCc2nc(-c3ccccc3Br)no2)n1C1CC1

Rewritten with bars between the fields: part of the list above
Compound | RMI-FANCM inh
CCOC(=O)c1c(C)cc(O)cc1O | 57
CSc1sc(-c2ccn[nH]2)c(-c2ccccc2)c1C#N | 52
CCOc1ccc(-n2c(=S)sc3c(=O)[nH]c(SCC(=O)Nc4ccc(CC)cc4)nc32)cc1 | 59
Cc1ccc(-c2csc(=Nc3c(C)n(C)n(-c4ccccc4)c3=O)n2C(C)(C)C)cc1 | 57

Next section:
RMI-FANCM inh | SMILES
57 | Cc1cc(C(=O)Nc2cccc(-c3nc4ccccc4[nH]3)c2)on1
54 | Cc1ccc(N=C2C=C(Cl)C(=O)C(Cl)=C2)cc1
66 | CC(=O)Nc1cccc(NC(=O)CSc2nc(CC(=O)NCc3cccs3)cs2)c1
60 | O=C(NC(=S)Nc1c(Cl)cccc1Cl)c1ccccc1
61 | O=C(NCCc1c[nH]c2ccccc12)C1(c2cccs2)CCCC1

These rows are one share of the data, so the mix of outcomes need not match the whole.
